# Source: PubChem BioAssay
# GPR151 ag = activators of human GPR151; activation, % at 11.2 µM; hit rate 1% among 650,000; Q8TDV0; PathHunter beta-arrestin GPR151 cells, luminescence; in the data active = activation above about 4.9%;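 note: 0% = median of compound wells and 100% = cells with positive control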
# MITF primary = inhibitors of human MITF; O75030; AlphaScreen MITF homodimerization, bead proximity signal; inhibition, % at 2.6 µM; hit rate 0.91% among 650,000; in the data active = inhibition above about 50%;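 note: 0% = vehicle wells with protein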
# Target sequence (O75030 whole entry, looked up): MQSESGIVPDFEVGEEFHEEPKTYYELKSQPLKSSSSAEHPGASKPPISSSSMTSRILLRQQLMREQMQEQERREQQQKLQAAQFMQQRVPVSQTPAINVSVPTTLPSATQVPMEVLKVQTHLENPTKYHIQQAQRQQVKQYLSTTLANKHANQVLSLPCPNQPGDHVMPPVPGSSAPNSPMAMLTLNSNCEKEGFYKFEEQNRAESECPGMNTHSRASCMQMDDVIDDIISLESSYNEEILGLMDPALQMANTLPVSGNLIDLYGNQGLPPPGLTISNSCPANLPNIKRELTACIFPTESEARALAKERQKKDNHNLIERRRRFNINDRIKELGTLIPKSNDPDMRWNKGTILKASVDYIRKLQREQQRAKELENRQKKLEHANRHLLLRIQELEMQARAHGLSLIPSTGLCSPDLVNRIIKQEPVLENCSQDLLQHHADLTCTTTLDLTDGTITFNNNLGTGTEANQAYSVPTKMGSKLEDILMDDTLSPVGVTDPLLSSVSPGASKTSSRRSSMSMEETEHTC
# TEAD-YAP block = TEAD-YAP interaction inhibition | HEK-TIYL cells, TEAD-Gal4/YAP UAS-luciferase luminescence | inhibition, % at 9.12 µM | hit rate 1.4% among 640,000; in the data active = inhibition above about 32%;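 note: 0% = median of test compound wells and 100% = reference inhibitor wells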
# FBW7 act = human FBW7 E3 ligase activation, primary screen | Q969H0 | AID 1259310 | AlphaScreen FBW7–phospho-cyclin E peptide binding, activator screen | hit rate 0.13% among 650,000 | normalized activity (activation), % at 26.1 µM; in the data active = normalized activity above about 1.9%;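 note: purified mutant Fbw7 with reduced substrate affinity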
# Numbers without * were called inactive.
smiles	GPR151 ag	MITF primary	TEAD-YAP block	FBW7 act
O=C(NC(Cc1c[nH]c2ccccc12)C(=O)O)c1ccc(F)cc1 (centres undefined)	-0.3	-5	3	0.0
CN(CC(=O)NC1CCCCC1)S(=O)(=O)c1ccc2ccccc2c1	0.7	8	-1	-0.2
Cc1ccccc1NC1=C([N+](=O)[O-])CS(=O)(=O)C1	-1.3	-9	3	0.1
Cc1ncn(-c2ccc(Nc3ncc4cccc(-c5cccc6c5cnn6C)c4n3)cc2)n1	0.3	-5	-2	0.0
CC1(C)CC2CC(C)(CN2C(=O)COc2nc3ccccc3nc2N2CCOCC2)C1 (centres undefined)	-1.3	10	15	0.6
COC(=O)c1ccc(NC(=O)Nc2ccccc2C)cc1	-6.6	3	-38	0.0
Cc1nc(NC(=O)c2ncoc2-c2cccs2)sc1C(C)(C)C	-1.2	17	-16	0.8
CC1(C)CC(=O)C2=C(C1)NC1=C(C(=O)c3ccccc31)C2c1cccc(OC(=O)c2ccccc2F)c1 (centres undefined)	0.5	10	8	-0.1
O=Cc1cc(Cl)cc(Cl)c1OCc1cc([N+](=O)[O-])cc2c1OCOC2	2.8	-9	3	-0.2
CCC(=O)Nc1c2c(nn1-c1ccc(F)cc1)CS(=O)(=O)C2	0.8	13	7	0.0
O=C(Cn1cc2c(n1)CCCCC2)N1CCc2ccccc21	5.4*	3	-4	-0.1
CCOC(=O)c1sc2nc(C)nc(N3CCC(C(=O)OCC)CC3)c2c1C	1.9	-8	8	0.0
CCc1ccccc1NCN1C(=O)c2cccnc2C1=O	-1.5	29	5	0.1
Cn1nnnc1Sc1ccc([N+](=O)[O-])cc1C(=O)Nc1ccc(C(F)(F)F)cc1	0.9	-9	50*	-0.1
CC1(C2CCN(Cc3ccc(OCc4ccccc4)cc3)CC2)NC(=O)NC1=O (centres undefined)	-0.7	-14	0	0.2
O=S1(=O)CC(O)C(NCCO)C1 (centres undefined)	0.3	3	-5	0.0
Cc1cc(C)c2c(n1)nn1c(NCc3ccc4c(c3)OCO4)cc(C)nc21	-1.4	-9	-9	-0.1
O=C(OCc1ccccc1Cl)c1ccco1	0.2	15	-4	0.0
CSc1cccc(NC(=O)CN(Cc2ccc(Cl)cc2)S(C)(=O)=O)c1	0.2	-6	-4	-0.1
CCOc1ccc(Nc2nc(C3(C)CC4(CC(C)(C)OC4=O)C(=O)O3)cs2)cc1 (centres undefined)	0.4	-1	-3	0.0
O=C1NC(=O)N(c2ccc([N+](=O)[O-])cc2)C(=O)/C1=C/c1cccc2ccccc12	-0.1	14	4	0.1
Cc1ccc(-n2c3nc(=O)[nH]c(=O)c-3cc3cc([N+](=O)[O-])ccc32)cc1C	2.3	3	8	0.1
Cc1ccc(-n2c3c(cc(C(=O)Nc4ccccc4C(N)=O)c2=O)C(=O)CC(C)(C)C3)cc1	0.1	-6	-7	0.0
O=C(CN1CCN(Cc2ccc(Cl)cc2)C1=O)N1CCCC1	-0.7	-2	5	0.7
COc1cccc(C(=O)Nn2c(-c3ccc(OC)c(OC)c3)nc3ccccc3c2=O)c1	-0.2	4	0	0.0
CN(C)CCNC(=O)c1cccc(-c2cnc(N3CCN(CCO)CC3)c3nccn23)c1	0.3	10	1	-0.3
COCCOC(=O)c1c(C)oc2ccc(OCC(=O)c3ccc(F)cc3)cc12	-1.5	6	-2	0.2
CC1(C)CC2CC(C)(CN2C2CCC(=O)N(Cc3cccc(F)c3)CC2)C1 (centres undefined)	-0.4	-1	1	0.0
N=C1S/C(=C/c2ccc(-c3ccccc3[N+](=O)[O-])o2)C(=O)N1c1nonc1N	-1.0	15	-7	0.0
CCC(c1nnnn1C(C)(C)C)N1CCN(C(=O)c2ccco2)CC1 (centres undefined)	0.0	-1	7	0.0
COc1ccc(-c2c(C(F)(F)F)oc3cc(OC(C)=O)ccc3c2=O)cc1	0.1	4	2	0.1
CC(=O)c1cccc(NC(=S)NC(=O)c2cncc(Br)c2)c1	0.2	1	-8	-0.1
c1ccc(CNc2nc(-c3ccccc3)nc3c2ncn3C2CCCCC2)cc1	1.0	7	-4	0.0
O=[N+]([O-])c1cc(/C=N/n2cnnc2)ccc1N1CCCC1	-0.2	18	12	0.3
COC(=O)c1ccc(COC(=O)Cc2coc3cc4c(cc23)CCC4)o1	-0.6	8	7	0.0
CCOc1ccc(NC(=O)C2CC(=O)N(CCCN3CC(C(=O)Nc4ccc(OCC)cc4)CC3=O)C2)cc1 (centres undefined)	-1.1	2	2	0.8
COc1ccccc1OCC(=O)N/N=C/c1cc(Br)ccc1O	0.9	7	13	-0.2
COC(=O)NCCc1ccc(OC)cc1	0.9	5	-2	0.0

# Part of the list above, reformatted:
# Every second line gives: GPR151 ag | MITF primary | TEAD-YAP block | FBW7 act
Cc1ccc(-n2c3c(cc(C(=O)Nc4ccccc4C(N)=O)c2=O)C(=O)CC(C)(C)C3)cc1
→ 0.1 | -6 | -7 | 0.0
O=C(CN1CCN(Cc2ccc(Cl)cc2)C1=O)N1CCCC1
→ -0.7 | -2 | 5 | 0.7
COc1cccc(C(=O)Nn2c(-c3ccc(OC)c(OC)c3)nc3ccccc3c2=O)c1
→ -0.2 | 4 | 0 | 0.0
CN(C)CCNC(=O)c1cccc(-c2cnc(N3CCN(CCO)CC3)c3nccn23)c1
→ 0.3 | 10 | 1 | -0.3
COCCOC(=O)c1c(C)oc2ccc(OCC(=O)c3ccc(F)cc3)cc12
→ -1.5 | 6 | -2 | 0.2
CC1(C)CC2CC(C)(CN2C2CCC(=O)N(Cc3cccc(F)c3)CC2)C1 (centres undefined)
→ -0.4 | -1 | 1 | 0.0
N=C1S/C(=C/c2ccc(-c3ccccc3[N+](=O)[O-])o2)C(=O)N1c1nonc1N
→ -1.0 | 15 | -7 | 0.0
CCC(c1nnnn1C(C)(C)C)N1CCN(C(=O)c2ccco2)CC1 (centres undefined)
→ 0.0 | -1 | 7 | 0.0
COc1ccc(-c2c(C(F)(F)F)oc3cc(OC(C)=O)ccc3c2=O)cc1
→ 0.1 | 4 | 2 | 0.1
CC(=O)c1cccc(NC(=S)NC(=O)c2cncc(Br)c2)c1
→ 0.2 | 1 | -8 | -0.1
c1ccc(CNc2nc(-c3ccccc3)nc3c2ncn3C2CCCCC2)cc1
→ 1.0 | 7 | -4 | 0.0
O=[N+]([O-])c1cc(/C=N/n2cnnc2)ccc1N1CCCC1
→ -0.2 | 18 | 12 | 0.3
COC(=O)c1ccc(COC(=O)Cc2coc3cc4c(cc23)CCC4)o1
→ -0.6 | 8 | 7 | 0.0
CCOc1ccc(NC(=O)C2CC(=O)N(CCCN3CC(C(=O)Nc4ccc(OCC)cc4)CC3=O)C2)cc1 (centres undefined)
→ -1.1 | 2 | 2 | 0.8
COc1ccccc1OCC(=O)N/N=C/c1cc(Br)ccc1O
→ 0.9 | 7 | 13 | -0.2
COC(=O)NCCc1ccc(OC)cc1
→ 0.9 | 5 | -2 | 0.0
